Compound activity as filed in PubChem BioAssay.
SRC1 TRFRET art – counter-screen for PPARgamma SRC-1 recruitment agonists: TR-FRET artefact. TR-FRET detection artefact counter-screen, emission ratio; stronger effect = higher value. TR-FRET ratio at 8 µM. 0.34% of 99,000 active; in the data active = TR-FRET ratio above about 2300; note: inactives centre near 1800; reference of the scale not given here
SRC3 TRFRET art – counter-screen for PPARgamma SRC-3 recruitment agonists: TR-FRET artefact; PPARgamma/SRC-3 format; stronger effect = higher value; 0.39% of 99,000 active; TR-FRET ratio at 8 µM; AID 1048; in the data active = TR-FRET ratio above about 2000; note: inactives centre near 1600; reference of the scale not given here
An asterisk follows results filed as active.

SMILES | SRC1 TRFRET art | SRC3 TRFRET art
CCc1nnc(NS(=O)(=O)c2ccc(NC(=S)NC(=O)c3cccnc3)cc2)s1 | 1571 | 1443
CC1=C(C(=O)OCc2ccc3c(c2)OCO3)C(c2cccc([N+](=O)[O-])c2)NC(=O)N1 (stereo not drawn) | 1957 | 1647
Cc1cc(F)ccc1S(=O)(=O)Nc1ccccc1C(=O)Nc1ccc2[nH]c(=O)[nH]c2c1 | 1685 | 1699
Cc1cccc2sc(NC(=O)CN3C(=O)C4CC=CCC4C3=O)nc12 (stereo not drawn) | 1848 | 1393
Cc1ccc(S(=O)(=O)N2CCN(C(=O)Cc3ccc4c(c3)OCCO4)CC2)cc1C | 1803 | 1621
CC(C)(C)c1ccccc1NC(=O)Cn1cnc2cc([N+](=O)[O-])ccc2c1=O | 1873 | 1692
COc1ccc2sc(N(CCCN(C)C)C(=O)c3nc4ccccc4s3)nc2c1 | 1801 | 1554
CCNC(=O)CSc1nc2ccccc2c(=O)n1CCCOC(C)C | 1792 | 1520
COc1ccc(C(=O)NCC(=O)N2CCCC(C)C2)cc1OC (stereo not drawn) | 1895 | 1626
CCOc1ccc(N2CC(O)=C(c3ccccc3)C2=N)cc1 | 1556 | 1576
O=C(CSCc1ccc(Br)cc1)N=Nc1c(O)[nH]c2ccccc12 | 1684 | 1733
O=C(Nc1ccccc1Cl)c1ccc(Cl)cc1Cl | 2122 | 1570
COc1ccc(NC(=O)CSc2nnc(-c3ccco3)n2C)cc1 | 1700 | 1784
O=C1N/C(=N/O)S/C1=C/c1cccc([N+](=O)[O-])c1 | 1771 | 1780
COc1cc(C2CC(=O)Oc3c2c(=O)n(C)c2ccccc32)ccc1O (stereo not drawn) | 1840 | 1594
Cc1c(NC(=O)C(C)Sc2ncnc3ccccc23)c(=O)n(-c2ccccc2)n1C (stereo not drawn) | 2058 | 1554
COc1ccc(Nc2cccc(Cl)c2)c(C(=O)O)c1 | 1947 | 1720
O=C(Nc1cc2c(cc1Cl)OCCCO2)c1ccc(F)cc1 | 1853 | 1684
CC(C)(C)CC(=O)O/N=C(\N)c1ccccn1 | 1702 | 1771
CCc1ccccc1NC(=O)N1CCCC(CCC(=O)N(C)CCc2ccccn2)C1 (stereo not drawn) | 1878 | 1596
O=C(Nc1ccncc1)c1ccc(NS(=O)(=O)c2cccc(F)c2)cc1 | 1619 | 1614
C/C(=N\OC(=O)c1ccc(C)cc1)c1c(C)nc2cc(C)ccn12 | 1892 | 1619
Cc1ccccc1NC(=O)COC(=O)Cc1ccsc1 | 1584 | 1463
COc1ccc(CC2(CO)CCN(Cc3nc(C(C)C)cs3)CC2)cc1 | 1688 | 1408
Cc1ccccc1CS(=O)(=O)c1cn(CC(=O)N2CCC(C)CC2)c2ccccc12 | 1615 | 1602
O=C(Nn1c(C2CCC2)nc2ccccc2c1=O)C1CCC1 | 1608 | 1435
Cc1cc(C)nc(NS(=O)(=O)c2ccc(NC(=O)C3(c4ccccc4)CCCC3)cc2)n1 | 1717 | 1581
Cc1c(N=C(N)/N=C(\N)Nc2ccc(Br)cc2)c(=O)n(-c2ccccc2)n1C | 1828 | 1465
O=C1CCN(C(=O)c2ccc(Cl)cc2)N1 | 1932 | 1706
Cc1[nH]nc(Sc2ccccn2)c1[N+](=O)[O-] | 1764 | 1643
CC1(C)CC(NC(=O)CCc2nnc(CCCCc3ccccc3)o2)CCO1 (stereo not drawn) | 1810 | 1572
CCN1CCN(C(=S)c2ccc([N+](=O)[O-])cc2)CC1 | 1693 | 1610
O=C1CC(c2ccccc2)CN1C(=O)c1cccnc1 (stereo not drawn) | 1795 | 1292
O=C(Nc1ccccc1)c1ccc(S(=O)(=O)N2CCCC2)cc1 | 1930 | 1543
CCOc1ccc(NC(=O)CC2SC(N)=NC2=O)c([N+](=O)[O-])c1 (stereo not drawn) | 1674 | 1538
CN=C(Nc1ccc(C)c(C)c1)SC1CC(=O)N(c2ccc(OC)cc2)C1=O (stereo not drawn) | 1432 | 1453
CCN(CC)c1c(-c2ccccc2)c2cc(C)ccc2[nH]c1=O | 2033 | 1590
Cc1ccc(C(=O)NNC2CC(=O)N(c3ccc4c(c3)OCCO4)C2=O)cc1 (stereo not drawn) | 1636 | 1750
CC(NS(=O)(=O)c1ccc2[nH]c(=O)c(=O)[nH]c2c1)C(=O)O (stereo not drawn) | 1593 | 1371
Cc1cccc(N(C)c2cc(C)nc3ncnn23)c1 | 1892 | 1682
O=c1onc(-c2ccc(Cl)cc2)n1Cc1ccc(F)cc1 | 1648 | 1306
CC(=O)Oc1ccc2c(c1)OC(c1ccccc1)CC21CC(C)(C)NC(=O)N1 (stereo not drawn) | 1983 | 1680
O=C(/C=C/c1cccc([N+](=O)[O-])c1)N1CCN(Cc2ccc3c(c2)OCO3)CC1 | 1819 | 1718
CC(C1CCN(Cc2cn(C)nc2-c2cccc(Cl)c2)CC1)N1CCOCC1 (stereo not drawn) | 1820 | 1695
Cc1ccc(N2C(=O)C(CN3CCCC3)C2c2ccccc2)cc1 (stereo not drawn) | 1835 | 1535
COC(=O)c1ccc(NC(=O)Cn2c(-c3nonc3N)nc3ccccc32)cc1 | 1860 | 1443
CC(C)NC(=O)CCCc1c[nH]c2ccccc12 | 1700 | 1516
CC(=O)Nc1ccc(C(=O)N(C)C(C(=O)Nc2ccccc2)c2ccccn2)cc1 (stereo not drawn) | 1850 | 1374
O=S(=O)(c1ccc2c(c1)OCO2)N1CCN(c2nnnn2-c2ccccc2)CC1 | 1999 | 1593
NNC(=O)c1ccc(Cn2cc(Br)cn2)cc1 | 1783 | 1615
Next compounds follow.
SMILES | SRC1 TRFRET art | SRC3 TRFRET art
O=c1nc2ccccc2c2n1CC(CN1CCN(C(c3ccccc3)c3ccccc3)CC1)N2 (stereo not drawn) | 1614 | 1675
FC(F)(F)c1ccccc1/C=N/Nc1ccccn1 | 1741 | 1384
CCN(C(=O)COC(=O)c1[nH]c(=O)[nH]c(=O)c1N)c1ccccc1 | 1789 | 1538
Nc1ncnc2nc(SCCc3ccccc3)[nH]c12 | 1779 | 1608
COc1ccnc(Oc2ccc(F)cc2)c1C(=O)N/C=N/OCc1ccccc1 | 1740 | 1832
O=C(NCCCCCNC(=O)c1ccccn1)c1ccccn1 | 1844 | 1530
COc1ccc(N(CC(=O)NCc2ccco2)S(C)(=O)=O)c(OC)c1 | 1577 | 1663
S=c1[nH]nc(C2CC2c2ccc(Cl)cc2)n1-c1ccc(Cl)cc1 (stereo not drawn) | 1627 | 1570
CCn1c(Cc2ccccc2)nnc1SCC(=O)Nc1ccccc1F | 1771 | 1368
OC(COCc1ccco1)CN1CCN(c2ccccc2)CC1 (stereo not drawn) | 1810 | 1622
CN(CC(=O)Nc1ccc(Cl)cc1)CC(=O)Nc1ccc(F)c(F)c1F | 1695 | 1581
COc1ccc(Cn2nc(-c3ccccc3)c(N3CCCCC3)cc2=O)cc1 | 1532 | 1330
CN1CCN(CCNC(=O)c2cn(Cc3ccccc3F)nn2)CC1 | 1467 | 1662
COc1cc(NC(=S)N2CCCC(C)C2)c(OC)cc1Cl (stereo not drawn) | 1693 | 1428
Cc1nc([N+](=O)[O-])c(NCCO)n1Cc1ccccc1 | 1689 | 1587
CCN(CC)S(=O)(=O)c1cccc(NC(=O)CN2C(=O)c3ccc([N+](=O)[O-])cc3C2=O)c1 | 1880 | 1415
CCc1ccccc1Nc1nc(N)nc(CSc2nnc3ccccn23)n1 | 1830 | 1626
COc1ccc(NS(=O)(=O)c2cc(NC(=O)C3CCCO3)ccc2N2CCCC2)cc1 (stereo not drawn) | 1926 | 1577
O=C(NNc1ccccc1[N+](=O)[O-])NC1CCCCC1 | 1815 | 1481
O=C(CSc1cccc[n+]1[O-])c1ccc(-c2ccccc2)cc1 | 1498 | 1521

Taken from the listing, 14 compounds:
SMILES | SRC1 TRFRET art | SRC3 TRFRET art
COc1ccnc(Oc2ccc(F)cc2)c1C(=O)N/C=N/OCc1ccccc1 | 1740 | 1832
O=C(NCCCCCNC(=O)c1ccccn1)c1ccccn1 | 1844 | 1530
COc1ccc(N(CC(=O)NCc2ccco2)S(C)(=O)=O)c(OC)c1 | 1577 | 1663
S=c1[nH]nc(C2CC2c2ccc(Cl)cc2)n1-c1ccc(Cl)cc1 (stereo not drawn) | 1627 | 1570
CCn1c(Cc2ccccc2)nnc1SCC(=O)Nc1ccccc1F | 1771 | 1368
OC(COCc1ccco1)CN1CCN(c2ccccc2)CC1 (stereo not drawn) | 1810 | 1622
CN(CC(=O)Nc1ccc(Cl)cc1)CC(=O)Nc1ccc(F)c(F)c1F | 1695 | 1581
COc1ccc(Cn2nc(-c3ccccc3)c(N3CCCCC3)cc2=O)cc1 | 1532 | 1330
CN1CCN(CCNC(=O)c2cn(Cc3ccccc3F)nn2)CC1 | 1467 | 1662
COc1cc(NC(=S)N2CCCC(C)C2)c(OC)cc1Cl (stereo not drawn) | 1693 | 1428
Cc1nc([N+](=O)[O-])c(NCCO)n1Cc1ccccc1 | 1689 | 1587
CCN(CC)S(=O)(=O)c1cccc(NC(=O)CN2C(=O)c3ccc([N+](=O)[O-])cc3C2=O)c1 | 1880 | 1415
CCc1ccccc1Nc1nc(N)nc(CSc2nnc3ccccn23)n1 | 1830 | 1626
COc1ccc(NS(=O)(=O)c2cc(NC(=O)C3CCCO3)ccc2N2CCCC2)cc1 (stereo not drawn) | 1926 | 1577

(listing goes on)
SMILES | SRC1 TRFRET art | SRC3 TRFRET art
COC(=O)c1c(NC(NC(=O)C(C)C)C(Cl)(Cl)Cl)sc2c1CCC2 (stereo not drawn) | 1799 | 1611
O=c1c2ccccc2nnn1COc1cccc(Cl)c1 | 1864 | 1816
CC(c1ccncn1)N(C)Cc1nc(Cc2ccccc2F)no1 (stereo not drawn) | 1673 | 1539
Cc1cc(C)c(NC(=S)NCCCSC2CCCCC2)c(C)c1 | 1894 | 1818
CNc1nc2cc([N+](=O)[O-])c([N+](=O)[O-])cc2nc1NC | 1982 | 1662
COc1cc(C(=O)OCCCN=C2NS(=O)(=O)c3ccccc32)cc(OC)c1OC | 1728 | 1408
Fc1ccccc1/C=C/c1ccc2ccccc2n1 | 1755 | 1700
COC(=O)C1=C(C)NC(=S)NC1c1ccco1 (stereo not drawn) | 1924 | 1450
O=C(NC1CCCC1)C(c1ccncc1)N(C(=O)c1csnn1)C1CCCC1 (stereo not drawn) | 1618 | 1496
COCCOc1cc(N)c(Cl)cc1Cl | 1776 | 1377
CCOC(=O)C1(Cc2cccc(OC)c2)CCN(Cc2cnc(C)s2)CC1 | 1567 | 1657
CN(C)C(=O)Oc1ccc[n+](C)c1 | 1767 | 1570
O=C1NCCN1CCNS(=O)(=O)c1ccc(F)cc1 | 1918 | 1497
CNC(=S)N1CCN(c2ccccn2)CC1 | 1541 | 1457
Cc1c(N=C2C=CC(=O)c3ccccc32)c(=O)n(-c2ccccc2)n1C | 1888 | 1800
CC(C)(C)NC(=O)C(c1ccncc1)N(C(=O)c1csnn1)c1cccc2ccccc12 (stereo not drawn) | 1975 | 1699
COc1ccc(/C=C/C(=O)NC(=S)N2CCN(c3ccccn3)CC2)cc1OC | 1757 | 1593
COc1ccccc1NC(=O)c1c(Nc2ccccc2F)sc(C(=O)Nc2cccc(Cl)c2)c1N | 1775 | 1849
Clc1cccc(CN2CCN(Cc3nc(CCc4ccccc4)no3)CC2)c1 | 1924 | 1528
CCC(O)(CC)C(=O)NN(C(=O)CCl)c1ccccc1 | 1676 | 1601
Cc1cc(Nc2ccc(F)cc2F)n2ncnc2n1 | 1677 | 1555
COc1cc(C(=O)NCCOc2cccc3cccnc23)cc(OC)c1OC | 1472 | 1461
O=C(N/C(=C\c1ccccc1Cl)C(=O)N1CCOCC1)c1ccc([N+](=O)[O-])cc1 | 1797 | 1396
CC(C)Cc1oc(C(=O)O)cc1CN1CCOCC1 | 1677 | 1607
CC1(C)Cc2c(C#N)c(SCCC#N)nc(N3CCOCC3)c2CS1 | 1852 | 1527
CN(C)S(=O)(=O)c1ccc(Cl)c(C(=O)Nc2ccccc2[N+](=O)[O-])c1 | 1804 | 1728
COC(=O)c1ccc(C(=O)OC)c(NC(=S)N2CCOCC2)c1 | 1818 | 1451
CCOC(=O)C1=C(C)N=C2c3ccccc3C(=O)C2C1c1ccc(Br)cc1 (stereo not drawn) | 1639 | 1577
Cn1cc(CN2C[C@H]3CC[C@H]2C3)c(-c2ccccc2F)n1 | 1785 | 1531
COc1cc2[nH]c(=O)n(CCC(=O)N3CCN(Cc4ccc5c(c4)OCO5)CC3)c(=O)c2cc1OC | 1602 | 1396
Cc1[nH]c(=O)[nH]c(=O)c1/C=C/C(=O)OCC(C)C | 2074 | 1828
CCOC(=O)C1(Cc2ccc(Cl)cc2)CCN(C(=O)c2sc(C)nc2C)CC1 | 1571 | 1712
Cc1ccc(SCC(=O)N(C)C2CCS(=O)(=O)C2)cc1 (stereo not drawn) | 1610 | 1580
CCCc1cc(=O)[nH]c(Nc2ccc3c(c2)OCCO3)n1 | 2031 | 1639
CCc1nc(N)c(C#N)c(-c2ccco2)c1C | 1995 | 1725
COc1ccc(CCn2c(C)nc3c(c(=O)c4ccccc4n3C)c2=O)cc1 | 1575 | 1539
COc1ccccc1Nc1nc(N)nc(CSC(=S)N2CCCCC2C)n1 (stereo not drawn) | 1632 | 1458
Cc1[nH]nc(SCC(=O)N2CCCCCC2)c1[N+](=O)[O-] | 1582 | 1519
CCCS(=O)(=O)c1nc(S(=O)(=O)c2ccc(C)cc2)c(NCc2ccccn2)s1 | 1836 | 1413
COc1ccc(C(=O)NCCSCc2ccccc2)cc1OC | 1545 | 1303
CCOC(=O)c1ccc(-c2cc(C)no2)[nH]1 | 1766 | 1695
CCOC(=O)n1c(=O)[nH]c2ccc(Br)cc21 | 1862 | 1332
CCOC(=O)Cc1nn[nH]n1 | 1589 | 1453
NC(=O)c1ccc(N=C2C(=O)Nc3ccc([N+](=O)[O-])cc32)cc1 | 1872 | 1393
COC(=O)c1ccsc1-n1cc(C#N)c(=O)n(C)c1=O | 1632 | 1665
Cc1nc([N+](=O)[O-])c(C(=O)OCc2cccc(Br)c2)n1C | 1960 | 1596

A portion of the library; the hit share may differ from the screen's.
